NLRP3 yeast inh: blocks the NALP3 inflammasome reconstituted in yeast; inhibition, % at 10 µM; Yeast reconstituted NLRP3/ASC/caspase-1, beta-gal luminescence, 24 h; AID 2825; 0.39% of 330,000 active;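 active = inhibition of 50% or more; inactive = inhibition below 50%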;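 note: plate controls were induced DMSO wells for no effect and uninduced yeast grown without galactose for full effect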
mIAP activ: increases mouse intestinal alkaline phosphatase activity | muIAP, CDP-Star luminescence, 30 min; active compounds read high; 1 = vehicle-only enzyme signal, 0 = enzyme-free wells | activation factor at 10 µM | 0.24% of 330,000 active | AID 2805;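 active = activation factor of at least 2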; note: the source names both 10 and 20 µM as test concentration; values of inactives mirror those of a sister screen read the other way
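Assay system: mouse IAP enzyme; Reagent: CDP-Star chemiluminescent phosphatase substrate; Compound: DMSO-dissolved test compounds; Incubation: 30 min, room temperature; Technique: luminescence from enzymatic CDP-Star hydrolysis; Controls: DMSO-only wells and no-enzyme negative control.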
hIAP block: human IAP inhibition | P09923 | purified IAP, CDP-Star luminescence, 30 min | inhibition, % at 10 µM | 0.12% of 330,000 active;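 active = inhibition reaching a set limit with compound at 10 µM in the primary screen, cut at about 35% in these data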;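 note: plate controls were DMSO wells with enzyme for no effect and no-enzyme buffer wells for full effect; values of inactives mirror those of a sister screen read the other way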
Target sequence (P09923 whole entry, looked up): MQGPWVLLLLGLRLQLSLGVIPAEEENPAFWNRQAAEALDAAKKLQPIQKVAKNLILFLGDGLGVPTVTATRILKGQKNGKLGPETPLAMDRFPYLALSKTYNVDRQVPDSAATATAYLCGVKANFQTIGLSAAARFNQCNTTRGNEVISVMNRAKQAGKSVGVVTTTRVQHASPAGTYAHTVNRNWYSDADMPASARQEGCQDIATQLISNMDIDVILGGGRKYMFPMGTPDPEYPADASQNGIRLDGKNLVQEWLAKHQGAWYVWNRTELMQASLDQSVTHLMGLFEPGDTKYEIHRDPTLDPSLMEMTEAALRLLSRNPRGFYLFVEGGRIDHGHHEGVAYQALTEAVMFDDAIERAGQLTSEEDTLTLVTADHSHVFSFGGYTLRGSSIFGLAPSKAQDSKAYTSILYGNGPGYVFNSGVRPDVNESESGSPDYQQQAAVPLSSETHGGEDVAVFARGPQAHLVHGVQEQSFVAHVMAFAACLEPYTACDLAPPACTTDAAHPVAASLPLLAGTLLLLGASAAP
APOBEC3G inh: APOBEC3G (human) deaminase inhibition. Q9HC16. recombinant A3G, ssDNA deamination FAM/TAMRA fluorescence. inhibition, % at 20 µM. 0.28% of 330,000 active;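 active = inhibition of at least 40% at 20 µM, with no more than 30% in the related APOBEC3A deaminase screen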;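 note: plate controls were DMSO wells with A3G for no effect and wells lacking A3G enzyme for full effect; some compounds called inactive have numbers as strong as hits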
SENP1 FRET inh: inhibitors of human SENP1 SUMO protease catalytic domain | inhibition, % at 10 µM | 0.21% of 360,000 active | AID 624204 | recombinant SENP1 catalytic domain, CyPet-SUMO1-YPet FRET cleavage;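 active = inhibition at least 30% at 10 µM, raw YFP signal under a set limit, fluorescence ratio 0.5 to 1.5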;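 note: 0% = enzyme with DMSO and 100% = no enzyme wells; some results filed as inactive read as strong as hits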
Target sequence (Q9P0U3 419-644 limits assumed): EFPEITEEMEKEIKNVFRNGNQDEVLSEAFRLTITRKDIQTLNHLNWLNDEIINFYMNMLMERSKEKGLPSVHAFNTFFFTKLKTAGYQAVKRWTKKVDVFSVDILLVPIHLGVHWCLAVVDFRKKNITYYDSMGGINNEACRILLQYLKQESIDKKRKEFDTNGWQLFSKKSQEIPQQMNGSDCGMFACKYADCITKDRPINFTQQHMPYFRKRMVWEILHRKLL
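Material: hSENP1 catalytic domain, recombinant; medium: Tris pH 8 with BME, BSA, NP40 and catalase; compound: single concentration of 10 µM compound, 0.5% DMSO final; technique: FRET read of cyan and yellow fluorescence; timing: 50 min enzyme reaction, room temperature, light-protected; reagent: SFCypet-SUMO1-SFYpet substrate at 25 nM; control set: no-enzyme low, enzyme-DMSO high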
beta cell repl: induces beta-cell replication in MIN6 cells | AID 2380 | 0.29% of 330,000 active | proliferation, % at 10 µM | MIN6 cells proliferation, ATPlite luminescence, 48 h; cells starved in 0.2% serum; 100% = growth in 10% serum;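 active = compounds whose signal lies at least 3.5 SD above the mean of all wells on their plate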;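 note: 0% = DMSO-treated cells in low-serum medium and 100% = 10% serum control; some compounds called inactive have numbers as strong as hits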
hIAP act: increases human intestinal alkaline phosphatase activity | P09923 | purified human IAP, CDP-Star luminescence, 30 min; active compounds read high; 1 = vehicle-only enzyme, 0 = enzyme-free background | activation factor at 10 µM | 0.16% of 330,000 active | AID 2524;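 active = activation factor of the enzyme at least 2-fold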; note: the source names both 10 and 20 µM as test concentration; values of inactives mirror those of a sister screen read the other way
APOBEC3A inh: human APOBEC3A DNA deaminase inhibition | inhibition, % at 20 µM | P31941 | AID 493011 | 0.41% of 330,000 active | recombinant A3A, FAM/TAMRA ssDNA deamination fluorescence;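 active = at least 40% inhibition at 20 µM here, with at most 30% in a related deaminase screen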;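 note: plate controls were A3A with DMSO for no effect and wells lacking A3A enzyme for full effect; some results filed as inactive read as strong as hits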
Target sequence (P31941 whole entry, looked up): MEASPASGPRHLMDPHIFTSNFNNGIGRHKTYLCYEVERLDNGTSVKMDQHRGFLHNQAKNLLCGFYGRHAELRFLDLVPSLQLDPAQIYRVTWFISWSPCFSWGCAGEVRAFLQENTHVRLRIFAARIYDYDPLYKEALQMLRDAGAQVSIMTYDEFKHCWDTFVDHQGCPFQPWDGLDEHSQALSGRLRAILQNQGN
mIAP block: blocks mouse intestinal alkaline phosphatase. purified mouse IAP, CDP-Star luminescence, 30 min. inhibition, % at 10 µM. 0.2% of 330,000 active. AID 2806;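 active = inhibition of at least 40% at 10 µM in the primary screen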;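 note: plate controls were DMSO with enzyme for no effect and no enzyme wells for full effect; values of inactives mirror those of a sister screen read the other way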
* = called active by the depositor; & = joins results of further samples. Some of the compounds tested (hit frequency here may not be typical).

SMILES	NLRP3 yeast inh	mIAP activ	hIAP block	APOBEC3G inh	SENP1 FRET inh	beta cell repl	hIAP act	APOBEC3A inh	mIAP block
Cc1ccn(CC(=O)N2CCCC(N3CCN(c4ccc(F)cc4)CC3)C2)n1 (stereo not given)	13	0.97	15	-4	2	2	0.85	-5	3
CNC(=O)c1ccc(-c2ccc(Cl)c(Cl)c2)s1	29	0.96	-9	-5	3	-2	1.1	3	4
CC(C)Cn1c(S(=O)(=O)O)nc2ccccc21	1	1.1	-5	0	2	-1	1.1	0	-8
O=C(/C=C/c1ccco1)NC(=S)N1CCCCC1	12	0.97	9	-3	9	0	0.91	1	3
O=C(Nc1cccc(Cl)c1)c1ccc(F)c(S(=O)(=O)NCc2ccc3c(c2)OCO3)c1	-5	0.87	11	-4	1	-2	0.89	1	13
O=C(OCCN1CCCCC1)c1ccc(O)cc1	17	1.1	3	2	2	0	0.97	4	-13
O=S(=O)(NC1CCCCC1N1CCN(c2ccccc2F)CC1)c1ccccc1 (stereo not given)	10	1.1	-4	-4	2	-3	1	-4	-7
CC(=O)N1CCn2c3c(c(=O)c4cc(C)ccc42)CCC31 (stereo not given)	-1	0.8	2	4	-36	0	0.98	2	20
CC(NC(=O)c1ccc2c(=O)n3c(nc2c1)CCC3)c1ccc(S(N)(=O)=O)cc1 (stereo not given)	10	0.94	2	-7	-2	4	0.98	-1	6
O=C(Oc1ccc(C(=S)N2CCC(O)CC2)cc1)c1ccc(Cl)cc1	11	0.97	10	-8	3	0	0.9	-6	3
COc1ccc2c(Cl)c(C(=O)NN)sc2c1	28	0.9	6	-5	-2	-1	0.94	-1	10
Cc1ccc(S(=O)(=O)Nc2ccc(N3CCCCC3)cc2)cc1	24	1	7	-4	0	-2	0.93	0	0
CO[C@H]1O[C@H](CBr)[C@@H](OC(=O)c2ccccc2)[C@H](O)[C@H]1O	22	1	-4	-1	1	2	1	1	0
COc1ccc(/C=N/N(C(C)=O)c2nc(-c3ccc(C)cc3)cs2)cc1	-14	0.9	1	-3	1	-2	0.99	-3	10
Fc1ccc(SCCc2ccccn2)cc1	-4&1	0.96&0.97	-22&9	-2&-3	-1&2	4&-1	1.2&0.91	0&2	4&3
COc1cc(NC(=O)c2ccc3c(c2)OCCO3)ccc1NC(=O)c1ccccc1Cl	5	0.98	5	-3	-2	-2	0.95	-1	2
CCCCNC(=O)[C@H]1C[C@H]1[C@@H](O)[C@H](CO)NC(=O)[C@H](CC(C)C)NC(=O)OC(C)(C)C	9	1	0	-6	3	2	1	-1	-1
Cn1c(SCC(=O)c2ccc(O)c(O)c2)nnc1-c1cccs1	14	0.73	15	4	3	-3	0.85	6	27
CC(=O)Nc1nc2n(n1)C(c1ccccc1)C=C(c1ccccc1)N2 (stereo not given)	3	0.94	1	-8	-25	1	0.99	-8	6
O=C(NCCC1CCCCN1S(=O)(=O)c1cccs1)C(=O)Nc1ccc(F)cc1F (stereo not given)	10	1.1	0	-13	1	-5	0.99	0	-8

Some of the entries so far, with values under each structure.
Fields – NLRP3 yeast inh	mIAP activ	hIAP block	APOBEC3G inh	SENP1 FRET inh	beta cell repl	hIAP act	APOBEC3A inh	mIAP block
- O=C(/C=C/c1ccco1)NC(=S)N1CCCCC1
  12	0.97	9	-3	9	0	0.91	1	3
- O=C(Nc1cccc(Cl)c1)c1ccc(F)c(S(=O)(=O)NCc2ccc3c(c2)OCO3)c1
  -5	0.87	11	-4	1	-2	0.89	1	13

13 compounds out of the list, sorted by formula weight, smallest number first.
SMILES	NLRP3 yeast inh	mIAP activ	hIAP block	APOBEC3G inh	SENP1 FRET inh	beta cell repl	hIAP act	APOBEC3A inh	mIAP block
Fc1ccc(SCCc2ccccn2)cc1	-4&1	0.96&0.97	-22&9	-2&-3	-1&2	4&-1	1.2&0.91	0&2	4&3
CC(C)Cn1c(S(=O)(=O)O)nc2ccccc21	1	1.1	-5	0	2	-1	1.1	0	-8
COc1ccc2c(Cl)c(C(=O)NN)sc2c1	28	0.9	6	-5	-2	-1	0.94	-1	10
O=C(/C=C/c1ccco1)NC(=S)N1CCCCC1	12	0.97	9	-3	9	0	0.91	1	3
CNC(=O)c1ccc(-c2ccc(Cl)c(Cl)c2)s1	29	0.96	-9	-5	3	-2	1.1	3	4
Cc1ccc(S(=O)(=O)Nc2ccc(N3CCCCC3)cc2)cc1	24	1	7	-4	0	-2	0.93	0	0
O=C(Oc1ccc(C(=S)N2CCC(O)CC2)cc1)c1ccc(Cl)cc1	11	0.97	10	-8	3	0	0.9	-6	3
Cc1ccn(CC(=O)N2CCCC(N3CCN(c4ccc(F)cc4)CC3)C2)n1 (stereo not given)	13	0.97	15	-4	2	2	0.85	-5	3
CC(NC(=O)c1ccc2c(=O)n3c(nc2c1)CCC3)c1ccc(S(N)(=O)=O)cc1 (stereo not given)	10	0.94	2	-7	-2	4	0.98	-1	6
COc1cc(NC(=O)c2ccc3c(c2)OCCO3)ccc1NC(=O)c1ccccc1Cl	5	0.98	5	-3	-2	-2	0.95	-1	2
CCCCNC(=O)[C@H]1C[C@H]1[C@@H](O)[C@H](CO)NC(=O)[C@H](CC(C)C)NC(=O)OC(C)(C)C	9	1	0	-6	3	2	1	-1	-1
O=C(NCCC1CCCCN1S(=O)(=O)c1cccs1)C(=O)Nc1ccc(F)cc1F (stereo not given)	10	1.1	0	-13	1	-5	0.99	0	-8
O=C(Nc1cccc(Cl)c1)c1ccc(F)c(S(=O)(=O)NCc2ccc3c(c2)OCO3)c1	-5	0.87	11	-4	1	-2	0.89	1	13

The list goes on.
SMILES	NLRP3 yeast inh	mIAP activ	hIAP block	APOBEC3G inh	SENP1 FRET inh	beta cell repl	hIAP act	APOBEC3A inh	mIAP block
Cc1ccc(NC(=O)c2c(Cl)nc3ccccn23)cc1	29	0.92	20	-3	4	-2	0.8	0	8
CCOC(=O)C1C(=O)NC(N2CCOCC2)=NC1C(C)C (stereo not given)	-5	0.95	2	-5	1	0	0.98	-1	5
O=C(N/N=C/c1ccco1)c1cc(-c2cccc3ccccc23)n[nH]1	5	0.84	-27	2	0	0	1.3	2	16
Nc1nonc1-n1nnc(C(=O)N/N=C/c2c[nH]c3ccccc23)c1-c1ccccc1	1	0.96	5	-2	0	-3	0.95	0	4
C=CCN1C(=O)/C(=C/c2ccc(OCC(=O)O)cc2)S/C1=N/c1nccs1	22	0.91	5	-3	-29	0	0.95	-1	9
Cc1csc(=O)n1CC(=O)OCC(=O)Nc1cc(Cl)ccc1[N+](=O)[O-]	12	1.1	-6	-11	-2	-4	1.1	-3	-11
CCOc1ccccc1C(=O)Nc1nccs1	-10	0.99	-3	-3	2	0	1	0	1
CC(=Nc1ccccc1C)C1=C(O)CSC1=O	7	0.95	-14	1	-25	-2	1.1	8	5
CCOc1cc(C(=O)O)cc(Cl)c1OC	19	1.1	18	-1	2	-1	0.82	-1	-13
CS/C(=C\C(=O)c1ccco1)Nc1ccccc1Cl	6	0.88	2	-6	-2	-1	0.98	-2	12
CN1CCN(Cc2cn[nH]c2-c2ccc(F)cc2F)[C@@H](c2ccccc2)C1	-5	1	-4	-6	-3	-3	1	-3	-1
COc1cc(-c2nnc(CSc3nnc(Nc4ccc(C(C)C)cc4)s3)o2)cc(OC)c1OC	11	1	-2	2	-1	-6	1	6	-3
CC(C)CCNC(=O)c1cccc(C(=O)NCCC(C)C)c1	14	0.95	4	-2	0	0	0.96	0	5
CC(C)C(C)NC(=O)CN1C(=O)NC2(CCc3ccccc3C2)C1=O (stereo not given)	9	0.99	7	-3	-1	4	0.93	1	1
Cc1cc(C)c(S(=O)(=O)NCc2cccnc2)cc1C	-1	1	-11	1	2	1	1.1	0	0
CCn1c(=O)cc(OCC(=O)N2CCN(c3ccc(F)cc3)CC2)c2ccccc21	-8	0.94	5	-6	2	-2	0.95	-3	6
COc1cccc(NC(=O)CSc2nnc3ccc(-c4ccncc4)nn23)c1	-3	1	-2	1	3	-1	1	-2	-3
COC(=O)c1ccc(OC(=O)C2CC(=O)N(c3ccc(C)cc3C)C2)cc1 (stereo not given)	1	1	-8	-1	0	-2	1.1	2	0
C/C(=N\NC(=O)Cn1nc(C)c([N+](=O)[O-])c1C)c1ccc(Cl)s1	12	0.95	-22	-3	3	-1	1.2	-3	5
Cc1ccc(C(=O)N2CCCC(C(=O)c3ccc(Oc4ccccc4)cc3)C2)cn1 (stereo not given)	11	0.94	-12	-2	2	0	1.1	-1	6
CCOc1ccc(/C=N/NC(=O)c2cc3c(OC)cc(OC)cc3[nH]2)cc1OC	30	1.1	-7	-9	0	-2	1.1	-2	-13
O=C(Nc1cccc(F)c1)N1CCC(n2c(=O)[nH]c3ccccc32)CC1	0	1	4	1	-1	0	0.96	1	0
COc1cc(/C=N/NS(=O)(=O)c2ccccc2)c(OC)c(OC)c1	-30	1	-4	-3	0	-1	1	-2	-5
CCN(c1ccccc1)S(=O)(=O)c1ccc(Cl)c(NC(=O)COC(=O)c2ccc[n+]([O-])c2)c1	-2	0.97	-8	-6	-1	-1	1.1	1	3
CCN(CC)C(=O)CN(c1cccc(OC)c1)S(=O)(=O)c1ccc(C)cc1	-20	0.99	11	-3	0	-3	0.89	-2	1
O=C(COc1ccc2c(c1)OCO2)Nc1ccccc1C(F)(F)F	29	1	-15	-6	1	0	1.2	-6	-3
CCOC(=O)c1cccnc1SC(CC)C(=O)N1CCOCC1 (stereo not given)	4	0.86	-25	-6	9	-1	1.2	-9	14
Cc1cc(C(=O)C(=O)N(C)C)c(C)n1-c1ccc(Cl)c(Cl)c1	12	0.97	-6	-5	-2	0	1.1	-1	3
CCCCCC(=O)c1c(C)[nH]c(C(=O)OCC)c1C	11	0.99	1	-3	-10	2	0.99	2	1
CN1CCN(C(CNS(=O)(=O)c2ccc(Cl)cc2)c2cccnc2)CC1 (stereo not given)	1	0.96	-2	0	-3	-1	1	0	4
COC(=O)[C@@]12CCCCN1[C@H](c1ccc(-c3ccc(F)cc3)cc1)[C@H]1C(=O)N(C)C(=O)[C@H]12	17	0.86	-2	-5	-1	-6	1	-2	14
Cc1ccc(-n2nnc3c(=O)n(CC(N)=O)cnc32)cc1	3	0.93	6	-8	2	-2	0.94	-4	7
Cc1cccc(N2CC(C(=O)Nc3ccc(S(=O)(=O)N4CCCCC4)cc3)CC2=O)c1C (stereo not given)	11	1.1	7	-10	-1	2	0.93	-3	-11

Assay outcomes (PubChem)
